# NIH3T3 HSF-1 reporter = GFP reporter loss versus dox-driven RFP – NIH3T3 R4 cells, cherry-pick, set 3, dose response (AID 493083); 2,400 compounds, 4% hits; activity change, negative = inhibition, % at the top dose, mostly 19.5 µM; hits show AC50 in µM; NIH3T3 R4 HSF-1 GFP reporter, heat shock, 48 h;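 active = compounds lowering signal whose fitted AC50 is at most ten times the top tested dose; inconclusive = flat fit with moderate inhibition, or poor curve fit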;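 note: 0% = neutral control wells and -100% = didemnin B positive control; many of its hits are not listed in these tables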
# The depositor's hits bear a star; i = inactive; u = inconclusive.
SMILES,NIH3T3 HSF-1 reporter
CC(NC(=O)/C(C#N)=C/c1ccc([N+](=O)[O-])o1)c1ccccc1 (stereo not drawn),183%
Cn1c(=O)c2c(ncn2CC(=O)Nc2cccc(S(=O)(=O)Nc3ccccc3F)c2)n(C)c1=O,8%
CCOC(=O)c1cc2c(=O)n3cccc(C)c3nc2n(CCOC)c1=NC(C)=O,-6%
Cc1ccc(Cn2c(Sc3ncccn3)nc3c2c(=O)[nH]c(=O)n3C)cc1,-7%
CC(C)(C)c1ccc(C(=O)Nc2cccc3c(=O)[nH][nH]c(=O)c23)cc1,6%
O=C(NCCc1ccccc1)c1ccc2c(c1)OCCCO2,-5%
Cc1nn(-c2ccccc2)c(N)c1C(O)(CSc1nccn1C)C(F)(F)F (stereo not drawn),i
COc1ccc(C(=O)c2c[nH]cc2-c2ccccc2)cc1,-6%
O=C1c2cccnc2Oc2ccc(Cl)cc2N1Cc1ccc(F)cc1,7%
S=C(Nc1ccc(Nc2ccccc2)cc1)NN1CCOCC1,0%
CC(C)Sc1nc(SCC(=O)NCc2ccco2)c2c3c(sc2n1)COC(C)(C)C3,18%
COc1ccccc1NC(=O)c1ccc(N2CC3CC(C2)c2cccc(=O)n2C3)c(NC(=O)c2ccncc2)c1 (stereo not drawn),-4%
CC1=NNC(=O)/C1=C\c1cn(-c2ccccc2)nc1-c1ccc(Cl)cc1,u
CCOC(=O)c1c(-c2ccccc2)n(C)c2ccc(O)cc12,-7%
O=C(CSc1ccc(Br)cc1)Nc1ccccc1N1CCOCC1,2%
COc1ccc(N2CCN(S(=O)(=O)c3cc4c(cc3C)N(C(C)=O)CCO4)CC2)cc1,10%
CC1Cc2cc(/C(O)=C3/C(=O)C(=O)N(CC4CCCO4)C3c3ccco3)ccc2O1 (stereo not drawn),-3%
O=C(Cc1ccsc1)Nc1ccc(S(=O)(=O)C(F)F)cc1,2%
Cc1ccccc1NC(=O)c1ccc2c(c1)OCCO2,2%
Cc1ccc(C)n1NC(=O)c1ccccc1O,-4%
Cc1cc(C)c2cc(CN(CCN(C)C)C(=O)Nc3ccccc3Cl)c(=O)[nH]c2c1,5%
CC(C)(C)c1ccc(/C=C(\C#N)C(=O)Nc2ccccn2)cc1,5%
CS(=O)(=O)c1nc(-c2ccccc2)cc(C(F)(F)F)n1,u
O=C1NC(=O)C2(CCc3ccccc32)N1 (stereo not drawn),0%
CCOC(=O)/C(C#N)=C/c1cc(C)n(-c2ccccc2)c1C,24%

# Further results:
SMILES,NIH3T3 HSF-1 reporter
C[n+]1c(/C=C/c2ccc3c(c2)OCO3)ccc2ccccc21,10%
Cc1ccc(C(=O)N/C(=C/c2ccco2)C(=O)Nc2cccc(C(=O)O)c2)cc1,3%
CCCc1nnc(NC(=O)CCC(=O)N2CCN(S(=O)(=O)c3ccc(F)cc3)CC2)s1,-9%
O=C(Nc1ccccc1N1CCCCC1)C1CCN(C(=O)c2ccc(Cl)cc2)CC1,4%
CCOC(=O)c1c(NC(=O)c2ccccc2)sc2c(O)c(CN(CC)CC)ccc12,14%
CN(C)c1ccc(NS(=O)(=O)c2cc(Cl)ccc2Cl)cc1,15%
Cc1ccccc1-n1c(=O)cc(N2CCc3ccccc32)[nH]c1=O,0%
CCN(Cc1ccc2c(c1)OCO2)C(=O)/C=C/c1cccc(Br)c1,5%
Cc1ccc(Cn2c(=N)n(CC(=O)c3ccccc3)c3ccccc32)cc1,32%
COc1ccc(-c2nc(CNS(=O)(=O)c3ccc(OC)c(OC)c3)cs2)cc1,12%
COc1ccc(S(=O)(=O)N2CCCC2)cc1C(C)C,4%
O=C(/C=C/c1ccccc1)NC(=S)N1CCSCC1,-1%
Cc1[nH]c2ccccc2c1C(C[N+](=O)[O-])c1cccs1 (stereo not drawn),3%
Cc1nn(C)c(Cl)c1CN1CCC(n2nccc2NC(=O)C2CCCC2)CC1,-2%
CNC[C@H](Cc1ccccc1)NC[C@@H](Cc1cccc2ccccc12)NCCc1ccc(C)cc1,-2%
CC(C)Oc1ccc(CNC(=S)N/N=C/c2ccc([N+](=O)[O-])cc2)cc1,1%
Cc1ccc2c(c1)N(Cc1ccc([N+](=O)[O-])cc1)C=NS2(=O)=O,6%
Cc1cccc2sc(NC(=O)[C@H](C)N3C(=O)C4CC=CCC4C3=O)nc12 (stereo partly drawn),-1%
O=C(c1cccc(S(=O)(=O)N2CCOCC2)c1)N(Cc1nnc(-c2ccccc2Cl)o1)C1CC1,-3%
O=S(=O)(N1CCCCC1)N1CCN(c2ccc(F)cc2)CC1,-3%
Nc1ccccc1SCC(=O)Nc1ccc2c(c1)OCCO2,0%
COc1ccc(NC(=O)CSc2nnc3ccc(-c4ccncc4)nn23)cc1OC,-5%
Cc1ccc(-c2nn(-c3ccccc3)cc2CN(C)C(=O)CCC(=O)O)cc1C,4%
COc1ccc(CCNC(=O)Cc2cccs2)cc1,-3%
COc1ccc(N=C2SC(C(=O)N3CCN(c4ccccc4)CC3)CC(=O)N2C)cc1 (stereo not drawn),13%

# (further entries)
SMILES,NIH3T3 HSF-1 reporter
Cc1cc(C)c(NC(=O)CSc2nncn2-c2cccnc2)c(C)c1,0%
CN(C)CCNC(=O)c1cc2c(s1)-c1ccc(Cl)cc1SC2,-20%
CCn1nc(C)c(/C=N/NC(=O)c2c[nH]c3ccccc23)c1C,-5%
Cn1ncc([N+](=O)[O-])c1C(=O)Nc1ccccc1Cl,-4%
COc1cc(C(=O)N(C)C2CCCN(Cc3ccccc3F)C2)cc(OC)c1OC (stereo not drawn),-6%
O=C(COC(=O)c1cc(Cl)ccc1O)NNC(=O)c1ccc([N+](=O)[O-])cc1,-3%
CC(C)Cc1csc(NC(=O)c2ccc(F)cc2)c1C(=O)O,-9%
COc1ccc(Br)cc1CNC(=O)CCN1C(=O)COc2ccccc21,-9%
O=C(COC(=O)Cc1ccsc1)NCC12CC3CC(CC(C3)C1)C2,-6%
CCC(=O)O[C@]1(C(=O)CCl)[C@@H](C)C[C@H]2[C@@H]3CCC4=CC(=O)C=C[C@]4(C)[C@@]3(F)[C@@H](O)C[C@@]21C,-10%
O=C(NCc1ccco1)C1CCN(S(=O)(=O)c2cccc([N+](=O)[O-])c2)CC1,0%
O=C(Nc1ccccc1-c1nc2ccccc2s1)c1cccnc1,-1%
O=C(c1ccc(O)cc1)c1ccc(C(=O)O)c(C(=O)O)c1,-3%
CC1=NN(C(N)=S)C(C)(C)C1,-10%
COCCNC(=O)C(OC(=O)c1cccs1)c1ccccc1 (stereo not drawn),8%
C=CCOc1ccccc1CN(C(=O)CCl)c1ccc2c(c1)OCO2,7%
Oc1ccccc1CNc1ccc(OC(F)(F)F)cc1,14%
Cc1cc(OCC(=O)NCCc2ccc(S(N)(=O)=O)cc2)c2c(C)cc(=O)oc2c1,0%
Cc1ccc2oc(C(=O)N3CCC(C(N)=O)(N4CCCCC4)CC3)c(C)c2c1,8%
CCN(C(=O)Cn1c([N+](=O)[O-])cnc1C)c1ccccc1,7%
CCc1nnc(N/N=C\c2ccc(OC(C)=O)c(OC)c2)n1N,-10%
O=C(O)c1cc(-c2cccc3ccccc23)nc2ccccc12,-4%
CC(C)(C)N=C1NN=C(c2ccc(Cl)cc2)CS1,0%
Cc1nc(C)c(-c2nnc(-c3cccc(S(=O)(=O)N(C)C)c3)o2)cc1C(=O)NN,-5%
Cc1onc(-c2ccccc2Cl)c1C(=O)Nc1ccc(OCC(=O)N2CCOCC2)cc1,-1%

# Next part:
SMILES,NIH3T3 HSF-1 reporter
CCOC(=O)c1cccc(NC(=O)C2CCN(c3ncnc4c3nc3n4CCCCC3)CC2)c1,58%
COc1ccc(N(C)C(=O)CN(C)S(=O)(=O)c2ccc3c(c2)c(=O)n(C)c(=O)n3C)c(OC)c1,16%
Cc1[nH]n(-c2ccc([N+](=O)[O-])cc2)c(=O)c1C=NCCN1CCN(C(=O)C(C)C)CC1,-5%
COc1ccc(CCNCC(O)Cn2ccc3ccccc32)cc1OC (stereo not drawn),15%
Nc1nonc1-c1noc(-c2ccccc2Br)n1,-3%
O=[N+]([O-])c1cnc(Sc2ccncn2)s1,u
COc1ccc(-c2nc3n(n2)C(c2ccccc2)C2=C(CCCC2=O)N3)cc1OC (stereo not drawn),7%
O=C(N/N=C\c1cn[nH]c1-c1ccccc1)c1cccs1,-1%
CC(O)c1nc2ccccc2n1Cc1nnc(-c2ccc(Cl)cc2)o1 (stereo not drawn),6%
CCCCS(=O)(=O)/C=C\C=C/S(=O)(=O)CCCC,5.5µM*
Cc1cc(O)c(C=Nc2ccc(N3CCOCC3)cc2)c(C)c1Cl,12%
Cc1ccc(/C=N\NC(=O)Cc2noc3ccccc23)cc1,-3%
CC(C)(C)[C@H]1C=C(C(=O)Nc2ccccc2)O[C@@H](OCCCCO)C1,1%
CCOC(=O)Cc1cc(=O)c2cc(C)ccc2[nH]1,-2%
O=C(O)CCNS(=O)(=O)c1ccccc1C(F)(F)F,-2%
c1ccc(Oc2cccc(OCCn3cncn3)c2)cc1,0%
CC(C)(C)C(CN1CCCC1)OC(=O)c1ccccc1 (stereo not drawn),-2%
CCN1/C(=C(\O)c2ccccc2)C(=O)c2ccccc2S1(=O)=O,9%
O=C(CCCc1nc(-c2ccccc2Cl)no1)NC1CCCC1,-5%
CC(=O)c1cccc(NC(=O)CN2C(=O)c3ccccc3C2=O)c1,-1%
Oc1c(C(Nc2nccs2)c2ccc(C(F)(F)F)cc2)ccc2cccnc12 (stereo not drawn),44%
Cc1ccc(N(CC(=O)NCCSCc2ccco2)S(C)(=O)=O)cc1,-2%
Cc1ccc(C(=O)Nc2cnc3ccccc3c2)cc1,6%
COc1ccc(CNC(=O)C2CCN(S(=O)(=O)c3ccc4c(c3)C(C)(C)C(=O)N4C)CC2)cc1,-2%
COCCNC(=O)CCc1nnc(C2(c3ccc(Cl)cc3)CCC2)o1,-3%

# Additional results follow.
SMILES,NIH3T3 HSF-1 reporter
O=C(CNC(=O)c1cccnc1)N/N=C/c1cc(Br)c(O)c(Br)c1,-3%
CCN(CCCNC(=O)CCn1c(=O)[nH]c2ccsc2c1=O)c1ccccc1,2%
NC(=O)COC(=O)c1ccccc1Oc1ccccc1,-2%
CC1(C)Cc2ccccc2-c2n[nH]c(=S)n21,-8%
COc1ccc(C(C(=O)NC2CCCCC2)N(C(=O)CCl)c2cccc(Cl)c2)cc1 (stereo not drawn),122%
COc1cccc2cc(C(=O)OC3CCN(C)CC3)c(=O)oc12,1%
Cc1ccc(/C=C2\SC(=S)N(CCCC(=O)Nc3ccccn3)C2=O)cc1,-1%
COc1ccc(-c2[nH]ncc2-c2ccc3c(c2)OCCO3)c(O)c1,-15%
COc1ccc(CCNC(=O)Cc2nn(C)c(=O)c3ccccc23)cc1OC,33%
CCCS(=O)(=O)c1cnc(C2COc3ccccc3O2)nc1N (stereo not drawn),0%
COc1ccc(/C=C/c2nc3ccccc3c(=O)n2-c2cccc(C(=O)O)c2)cc1,-2%
C=C1SC(Nc2c(C)cc(C)cc2C)=NC12CCCCC2,7%
Cc1ccc(NC(=O)[C@@H](C)NC(=O)[C@@H]2Cc3ccccc3CN2)cc1,2%
N#C/C(=C/c1cccc(C(F)(F)F)c1)c1nc(CCN2C(=O)c3ccccc3C2=O)cs1,56%
Cc1ccc(S(=O)(=O)N2CCN(CC(=O)N/N=C\c3ccncc3)CC2)cc1,-3%
CCOC(=O)Cc1csc(NC(=O)NC2(C(F)(F)F)Oc3cc(Cl)c(Cl)cc3O2)n1,31%
Cc1ccc(N=Nc2ccc3ccccc3c2O)cc1,-3%
Cc1cccc(N(Cc2ccccc2)C(=O)CCl)c1,30%
Cc1ccc(C)c(N2CCN(C(=O)CCCCCn3c(=S)[nH]c4ccc(N5CCOCC5)cc4c3=O)CC2)c1,4%
COc1ccc(CN(CCCN2CCOCC2)C(=O)Nc2cccc(Cl)c2)cc1OC,8%
C/C(CC(=O)Nc1ccc(N(C)C)cc1)=N\NC(=O)Cc1csc(N)n1,2%
CCN1CCc2c(OCc3ccccc3)cccc2C1=O,-1%
C=CCn1c(C)cc(C(=O)COC(=O)CNC(=O)c2ccccc2)c1C,-4%
CNC(=O)COC(=O)c1ccccc1C(=O)c1ccc(Cl)c([N+](=O)[O-])c1,60%
O=C(O)C1CCCCC1C(=O)Nc1cccc(C(=O)N2CCCCC2)c1 (stereo not drawn),0%

# The closing 6 entries of the section above come first, to join the parts:
SMILES,NIH3T3 HSF-1 reporter
COc1ccc(CN(CCCN2CCOCC2)C(=O)Nc2cccc(Cl)c2)cc1OC,8%
C/C(CC(=O)Nc1ccc(N(C)C)cc1)=N\NC(=O)Cc1csc(N)n1,2%
CCN1CCc2c(OCc3ccccc3)cccc2C1=O,-1%
C=CCn1c(C)cc(C(=O)COC(=O)CNC(=O)c2ccccc2)c1C,-4%
CNC(=O)COC(=O)c1ccccc1C(=O)c1ccc(Cl)c([N+](=O)[O-])c1,60%
O=C(O)C1CCCCC1C(=O)Nc1cccc(C(=O)N2CCCCC2)c1 (stereo not drawn),0%
Cc1c(-c2ccccc2)[n+](=O)c2c(n1[O-])CCC2,-5%
O=C(NCC1CCCN(C2Cc3ccccc3C2)C1)c1cccs1 (stereo not drawn),-10%
CCN(c1ccc(OC)cc1)c1ncnc2nc[nH]c12,-2%
Cc1ccc(C(=O)Nc2ccc3c(c2)C(=O)NC3=O)cc1,-2%
COc1ccc(OC)c(N=C2SCCCN2C(=O)c2ccc(N3C(=O)CCC3=O)cc2)c1,-7%
CCOc1ccccc1-n1c(SCC(=O)Nc2ccccc2C(=O)O)nc2ccccc2c1=O,-6%
CCc1ccc(C(CNc2nc(C(F)(F)F)nc3ccccc23)N(C)C)cc1 (stereo not drawn),25%
Fc1ccc(CNCc2ccccc2Cl)cc1,-4%
NS(=O)(=O)c1ccc(CNC(=S)NC2CCCCC2)cc1,9%
COc1ccc(Cn2c(SC)nc3ccccc32)cc1[N+](=O)[O-],26%

# An excerpt from above in order of heavy-atom count, falling:
SMILES,NIH3T3 HSF-1 reporter
COc1ccc(N2CCN(S(=O)(=O)c3cc4c(cc3C)N(C(C)=O)CCO4)CC2)cc1,10%
CCOC(=O)c1c(NC(=O)c2ccccc2)sc2c(O)c(CN(CC)CC)ccc12,14%
Cc1ccc(C(=O)N/C(=C/c2ccco2)C(=O)Nc2cccc(C(=O)O)c2)cc1,3%
CC1=NNC(=O)/C1=C\c1cn(-c2ccccc2)nc1-c1ccc(Cl)cc1,u
CCN(Cc1ccc2c(c1)OCO2)C(=O)/C=C/c1cccc(Br)c1,5%

# Compound activity (PubChem)

# This is a subset; count on the stated rates, not on these rows.
